Screens deposited in PubChem by several laboratories.
hgDAF-12 ag: H. glycines DAF-12 receptor agonists, primary screen, cell-based, luminescence, HEK293, GAL4 fusion, UAS-luciferase; Nuclear hormone receptor DAF-12 (Heterodera glycines), GAL4 fusion; HEK293 GAL4-hgDAF12 UAS-luciferase reporter, agonist luminescence; normalized to butyrate control; AID 687014, 2013; actives 1.8% (n = 370,000); activation, % at 6.8 µM;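 active = activation above a cutoff set at the mean of all screened compounds plus 3 SD, cut at about 10% in these data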;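 also: 0% = DMSO wells and 100% = sodium butyrate wells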
FXN GAA850 act: FXN promoter activators, primary screen, cell-based, luciferase luminescence, HEK293 lucGAA850; HEK293 lucGAA850 FXN promoter luciferase reporter, 24 h; percent of 10 µM SAHA response; activation, % at 6 µM; actives 0.56% (n = 360,000);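 active = activation above the average of all compounds screened plus 3 SD, cutoff fixed separately per campaign, cut at about 7.5% in these data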;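 also: 0% = DMSO wells and 100% = 10 µM SAHA wells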
hcDAF12 agonist: H. contortus DAF-12 nuclear receptor activators, primary screen, cell-based, luminescence, HEK293, lit1-tk-luc reporter. HEK293 hcDAF-12 lit1-tk-luc reporter; 0% DMSO, 100% Δ7-dafachronic acid. activation, % at 6.8 µM. actives 1.4% (n = 370,000). AID 652067, 2013;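 active = activation above the mean of all tested compounds plus 3 SD, cut at about 5.5% in these data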;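 also: 100% = response to 3 µM Δ7-dafachronic acid high control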
DAX1 inh-1: DAX1 (NR0B1) inhibitors on StAR promoter, primary screen, cell-based, luminescence, SF-1 (NR5A1), full-length DAX-1 | HEK293T StAR-luciferase reporter, SF-1/DAX-1 repression relief | inhibition, % at 6.8 µM | actives 1.1% (n = 370,000) | AID 652010, 2013;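 active = inhibition above the mean over all tested compounds plus 3 SD, cut at about 3.6% in these data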;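 also: 0% = DAX-1 cells with DMSO and 100% = cells lacking DAX-1 with DMSO; higher inhibition means more luminescence from relief of DAX-1 repression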
ssDAF-12 act: S. stercoralis DAF-12 nuclear receptor activators, primary screen, cell-based, luminescence, HEK293, GRIP1 co-expression, lit1-tk-luc; Nuclear hormone receptor DAF-12 (Strongyloides stercoralis); HEK293 ssDAF-12/GRIP1 lit1-tk-luc reporter; % of 3 µM dafachronic acid response; activation, % at 6.8 µM; actives 1% (n = 370,000);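 active = activation above the mean over all tested compounds plus 3 SD, cut at about 0.9% in these data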;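 also: 0% = DMSO-only wells and 100% = 3 µM delta7-dafachronic acid wells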
NPR1 activator: GC-A stimulated cGMP production enhancers – HEK293 GC-A cells, cGMP TR-FRET, EC30 ANP, primary screen; activation, % at 10 µM; Atrial natriuretic peptide receptor 1 (Homo sapiens), P16066; actives 0.14% (n = 370,000); 0% at EC30 ANP, 100% saturating ANP; in the data active = activation above about 40%
Target sequence (P16066 whole entry, looked up): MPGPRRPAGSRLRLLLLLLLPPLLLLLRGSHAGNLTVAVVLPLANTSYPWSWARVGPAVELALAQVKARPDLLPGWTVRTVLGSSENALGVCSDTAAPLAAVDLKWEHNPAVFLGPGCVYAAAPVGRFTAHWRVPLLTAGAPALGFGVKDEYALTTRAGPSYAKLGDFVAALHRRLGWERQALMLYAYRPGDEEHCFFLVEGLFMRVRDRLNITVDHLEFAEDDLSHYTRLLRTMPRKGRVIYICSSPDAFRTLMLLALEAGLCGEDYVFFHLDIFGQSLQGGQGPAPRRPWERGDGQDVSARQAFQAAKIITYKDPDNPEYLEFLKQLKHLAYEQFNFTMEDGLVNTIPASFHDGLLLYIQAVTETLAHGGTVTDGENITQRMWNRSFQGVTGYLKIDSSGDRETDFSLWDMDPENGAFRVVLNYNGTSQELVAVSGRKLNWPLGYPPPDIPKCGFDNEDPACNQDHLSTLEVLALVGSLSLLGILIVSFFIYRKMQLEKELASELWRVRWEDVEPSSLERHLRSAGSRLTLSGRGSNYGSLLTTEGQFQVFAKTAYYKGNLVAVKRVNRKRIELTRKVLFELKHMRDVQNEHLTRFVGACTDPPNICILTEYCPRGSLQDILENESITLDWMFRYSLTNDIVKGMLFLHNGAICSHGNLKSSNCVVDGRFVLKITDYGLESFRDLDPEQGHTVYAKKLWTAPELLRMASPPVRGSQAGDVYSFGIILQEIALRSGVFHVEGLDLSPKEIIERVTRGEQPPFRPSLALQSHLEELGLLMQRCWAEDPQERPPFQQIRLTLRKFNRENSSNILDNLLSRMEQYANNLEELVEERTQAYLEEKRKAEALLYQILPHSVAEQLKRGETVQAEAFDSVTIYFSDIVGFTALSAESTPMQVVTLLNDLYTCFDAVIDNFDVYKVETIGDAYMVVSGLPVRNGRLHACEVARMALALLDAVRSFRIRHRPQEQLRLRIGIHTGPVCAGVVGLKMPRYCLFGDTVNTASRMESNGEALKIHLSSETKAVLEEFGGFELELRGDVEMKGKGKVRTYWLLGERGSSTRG
DAX1 inh-2: DAX1 (NR0B1) inhibitors, primary screen, cell-based, HEK293, Gal4-DAX1, luciferase luminescence. Nuclear receptor subfamily 0 group B member 1 (Homo sapiens), P51843. HEK293 Gal4-DAX1 luciferase reporter. inhibition, % at 6.75 µM. actives 0.99% (n = 340,000). AID 504766, 2011;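 active = inhibition above the mean over all tested compounds plus 3 SD, cut at about 4.2% in these data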;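 also: 0% = DAX1-transfected cells with DMSO and 100% = empty-vector control cells with DMSO; inhibition shows as a rise in luminescence from relieved DAX1 repression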
sPLA2-III inh: human group III sPLA2 inhibitors, primary screen, biochemical, QFRET, BODIPY PC-A2 liposome substrate; Group 3 secretory phospholipase A2 (Homo sapiens), Q9NZ20; QFRET BODIPY PC-A2 liposome hydrolysis, fluorescence; inhibition, % at 12.2 µM; actives 0.56% (n = 370,000); AID 743126, 2013;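 active = inhibition above mean plus 3 SD of compounds lying within the high and low control bounds, cut at about 19% in these data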;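 also: 0% = median of test compound wells and 100% = no enzyme DMSO wells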
KLK7 zymogen act: proKLK7 zymogen activators, primary screen, biochemical, fluorescence intensity | Kallikrein-7 (Homo sapiens), P49862 | purified proKLK7, EDANS-DABCYL substrate fluorescence; 100% is mature enzyme control, 0% vehicle | activation, % at 7 µM | actives 0.9% (n = 370,000) | AID 652039, 2013;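 active = activation above the mean of all tested compounds plus 3 SD, computed per campaign excluding outliers beyond control limits, cut at about 13% in these data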
SMARCA2 act: SMARCA2 (BRM) function activators, primary screen, cell-based, luminescence, high throughput; activation, % at 9.1 µM; actives 1% (n = 370,000); MG213 cells, MMTV-luciferase reporter, dexamethasone, overnight; in the data active = activation above about 7.8%;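 also: 0% = vehicle wells and 100% = reference activator wells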
NPR2 activator: human GC-B receptor activators, primary screen, HEK293 GC-B cells, cGMP TR-FRET, EC30 CNP; activation, % at 10 µM; AID 1920062, 2024; Atrial natriuretic peptide receptor 2 (Homo sapiens), P20594; actives 0.11% (n = 370,000); 0% at EC30 CNP, 100% saturating CNP;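 active = activation at 10 µM reaching about 35% in either raw or pattern-adjusted values, limit read from the data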
Active calls of the source: *; / = no result given.

SMILES	hgDAF-12 ag	FXN GAA850 act	hcDAF12 agonist	DAX1 inh-1	ssDAF-12 act	NPR1 activator	DAX1 inh-2	sPLA2-III inh	KLK7 zymogen act	SMARCA2 act	NPR2 activator
COc1ccc(-n2nc(C(=O)NCC(=O)NCC3COc4ccccc4O3)c3ccccc3c2=O)cc1 (stereo not given)	-4.2	-3.7	-1.4	-2.8	-2.4	-5.9	-2.5	-12.7	1.7	-1.2	-2.4
O=C(O)CCCNS(=O)(=O)c1ccc(F)cc1	-1.1	0.4	-0.7	-0.2	-1.1	-4.3	0.1	-2.1	0.0	8.8*	6.4
COc1ccc(CNC(N)=O)cc1OC	-1.6	3.0	-0.5	0.0	-1.5	-1.6	-0.6	4.2	-0.5	-0.6	2.6
CN(c1cccc(NC(=O)c2ccc(Cl)c(S(=O)(=O)Nc3ccccc3)c2)c1)S(C)(=O)=O	-0.2	-2.8	-0.3	-0.2	-0.6	-1.1	-1.5	-10.7	0.2	-2.1	1.9
COc1ccc(CNC(=O)c2csc(Cc3ccc(Cl)cc3)n2)cc1	0.8	0.3	-1.4	0.2	-1.2	-2.5	-0.6	-5.7	0.1	-0.2	5.6
CCOC(=O)N1CCN(c2c(-c3ccccc3)c3cc(Cl)ccc3[nH]c2=O)CC1	-0.5	2.3	-0.1	0.1	-1.3	-6.1	1.1	2.9	0.0	0.3	-7.7
CCOc1ccc2nc(NC(=O)c3ccc(OCC4CCCO4)cc3)sc2c1 (stereo not given)	5.5	1.6	-3.3	-2.3	-2.3	4.4	0.2	-8.9	-40.8	-4.1	-1.3
O=C(CSc1ccccc1)NC1CCCCCC1	9.2	6.0	6.3*	6.2*	-0.2	-2.7	0.5	-0.4	0.1	5.2	-1.6
NCCCn1c(C(=O)c2cc(Cl)c(N)c(Cl)c2)c2ccc([N+](=O)[O-])cc2[n+]1[O-]	-7.8	-2.1	-2.1	-2.6	-0.8	-5.0	-3.7	11.7	-0.1	6.1	-5.7
CCC(=O)NC(Nc1ncc(C)s1)(C(=O)OC)C(F)(F)F (stereo not given)	-0.9	0.9	2.3	0.0	-0.9	1.6	-0.8	-1.5	0.1	-1.4	3.8
COc1ccccc1C(=O)NCCC(=O)NCc1ccncc1	-1.0	0.1	0.2	0.0	-0.9	5.4	1.6	7.0	-0.1	-0.5	-4.7
Cc1cccc(OCC(=O)N(C)CCc2ccccn2)c1	1.5	3.8	1.8	1.0	0.2	-2.2	-0.2	2.7	0.2	0.7	3.9
O=C(C[C@@H]1C/C=C\CCC(=O)OC[C@@H]2CCCN2C1=O)N[C@@H](CO)Cc1ccccc1	-0.8	0.0	-0.5	0.9	-1.5	0.7	1.5	16.0	0.8	-0.7	-1.6
CCOC(=O)COc1c(Br)cc(C2NC(=O)NC(C)=C2C(C)=O)cc1OC (stereo not given)	-0.3	1.7	-1.6	-0.2	-1.3	1.2	1.8	10.7	0.6	-3.6	0.9
COC(=O)c1nnn(-c2nonc2N)c1CSc1nc2ccccc2o1	-2.8	0.8	-0.7	-0.9	-2.2	-0.9	0.5	-12.5	0.0	2.4	4.2
CCN(C(=O)COC(=O)/C(C#N)=C/c1ccc(OC)cc1)C1CCS(=O)(=O)C1 (stereo not given)	-1.4	-0.2	-1.3	-0.1	-0.7	-3.6	-0.7	-5.1	-0.7	-1.7	1.0
CCOC(=O)C1CCCN(C(=O)c2cc(-c3cccs3)oc2C)CC1 (stereo not given)	-2.0	0.5	0.2	-0.7	-0.7	-1.1	/	-0.5	-1.8	-3.2	0.8
Cc1ccc(CC2C(=O)N(c3ccc(F)cc3)C(=O)C2C)cc1 (stereo not given)	0.6	1.6	0.2	-0.4	-0.1	-2.5	0.8	-4.1	-0.5	-0.2	1.3
O=C1C=C(c2cccc(CO)c2)C[C@@H](c2ccc(Cl)cc2)C1	-1.1	-0.6	-3.4	-0.7	-1.4	-0.7	-0.5	-6.2	0.5	-0.4	-0.7
CCOc1ccc(CNC(=O)c2ccccc2NC(=O)C2=CSCCO2)cc1	-1.3	-0.8	-0.7	-0.1	-0.9	0.8	-0.3	-1.9	-0.7	-1.5	-1.9
COC(=O)[C@]12C[C@H](CC(=O)NCc3cccc4ccccc34)C(=O)N(CCc3ccc(OC)c(OC)c3)C1=C[C@H](C(C)(C)C)O[C@@H]2C	-0.9	/	-2.3	-0.1	-1.6	-1.3	/	-21.8	0.7	0.7	3.5
Cc1cc(N2CCN(C)CC2)n2nc(-c3ccc(Cl)cc3)nc2n1	-2.4	3.1	-4.1	-0.1	-2.1	-10.1	1.7	10.7	-0.5	0.3	-2.4
CC[C@@H](C)[C@@H](CO)NC(=O)[C@H]1O[C@@H](n2cnc3c(N)ncnc32)[C@H](O)[C@@H]1O	-0.9	/	0.7	0.9	-1.2	5.0	/	4.2	-0.3	-2.4	1.5
COc1cccc(CSc2nnc(-c3ccco3)n2C)c1	1.1	-1.4	0.7	-0.1	-0.8	-0.7	5.2*	-1.6	0.6	0.5	-2.6
CCC(C)(C)n1nnnc1C(c1cc2cc(C)ccc2[nH]c1=O)N1CCCC1 (stereo not given)	0.6	10.0*	-1.4	-0.2	-1.1	2.5	0.4	0.4	-5.7	1.5	1.0
Cn1c(COc2ccc(Br)cc2)nnc1SC1CCc2ccccc2C1=O (stereo not given)	2.3	0.2	4.5	-1.0	-0.7	-1.5	0.5	-7.9	0.1	-3.0	-2.0
Cc1nn(C)cc1CNC(=O)c1cccc(F)c1	0.5	0.4	-0.6	-0.4	-0.6	2.5	1.4	8.4	-0.4	-2.1	3.1
CCN(CC)C1Oc2cc3c(cc2C(c2cc(OC)c(O)c(OC)c2)C1C)OCO3 (stereo not given)	4.1	-2.4	-0.8	-3.6	-1.3	-8.8	1.4	-11.1	-0.2	-2.1	-5.8
CC(=O)c1ccc(NC(=O)c2ccc(S(=O)(=O)N3CCCC3)cc2)cc1	3.0	0.9	-2.1	-0.2	-0.9	4.6	-0.1	-12.3	0.7	0.1	-1.3
NNC(=O)c1sccc1OCc1ccc(Cl)cc1Cl	2.5	2.4	-2.8	-0.2	-1.2	-8.4	0.5	2.3	-0.9	-3.3	-4.0
CCOC(=O)c1c(S(=O)(=O)Nc2ccc(CN3CCC(C)CC3)cc2)c(C)n(C)c1C	1.7	0.8	-1.1	5.1*	-1.3	4.9	0.3	-4.1	-0.4	-3.5	3.9
COC(=O)c1nc(-c2ccccc2)oc1N1CCOCC1	-2.6	-1.1	-1.0	-1.8	-2.1	2.8	-0.3	12.2	3.1	-2.9	-0.7
Cc1c[n+]([O-])n(-c2ccc(C(=O)O)cc2)n1	-2.6	0.5	0.0	-0.4	-0.9	1.2	0.5	9.4	0.3	-0.9	6.2
C[C@H](CO)N1C[C@H](C)[C@@H](CN(C)C(=O)Nc2ccccc2)Oc2cc(Br)ccc2S1(=O)=O	0.7	-0.2	-1.9	0.2	-0.9	0.2	2.2	-13.5	0.6	-3.0	3.2
CCOC(=O)C1=C(C)NC(=O)NC1c1ccc(F)cc1 (stereo not given)	0.6	1.3	0.1	-0.5	-0.9	-0.6	-0.6	-2.0	0.3	0.4	3.5
O=C(N/N=C/c1ccc(F)cc1)c1cc[n+]([O-])cc1	0.1	0.0	0.0	0.0	-0.8	-3.1	-0.2	3.8	-0.3	-1.2	0.7
CC1=C(c2ccccc2)C(=O)C(C)(C)CC1=O	-2.1	/	1.0	0.1	-0.9	2.3	/	3.4	-0.3	-2.6	-3.3
N=C1C(c2nc3ccccc3s2)=C(O)CN1c1ccccc1	-0.6	4.6	-0.7	0.3	-1.0	1.5	-0.2	0.9	-0.3	-0.4	-0.9
O=C(N/N=C/C(Br)=C/c1ccccc1)c1cccnc1	-1.7	4.9	1.3	-0.3	0.4	1.8	0.1	-4.7	-0.1	5.3	-5.5
NC(=O)c1ncn([C@@H]2O[C@H](C(=O)N[C@H](Cc3c[nH]c4ccccc34)C(=O)N3CCN(C(=O)N4CCOCC4)CC3)[C@@H](O)[C@H]2O)n1	0.5	/	-1.0	-0.5	-0.8	2.6	/	7.7	1.0	-0.5	5.9

By substructure, the entries above containing a COOH group.
SMILES	hgDAF-12 ag	FXN GAA850 act	hcDAF12 agonist	DAX1 inh-1	ssDAF-12 act	NPR1 activator	DAX1 inh-2	sPLA2-III inh	KLK7 zymogen act	SMARCA2 act	NPR2 activator
O=C(O)CCCNS(=O)(=O)c1ccc(F)cc1	-1.1	0.4	-0.7	-0.2	-1.1	-4.3	0.1	-2.1	0.0	8.8*	6.4
Cc1c[n+]([O-])n(-c2ccc(C(=O)O)cc2)n1	-2.6	0.5	0.0	-0.4	-0.9	1.2	0.5	9.4	0.3	-0.9	6.2

In the list so far, these contain a thiophene ring, fused or not.
SMILES	hgDAF-12 ag	FXN GAA850 act	hcDAF12 agonist	DAX1 inh-1	ssDAF-12 act	NPR1 activator	DAX1 inh-2	sPLA2-III inh	KLK7 zymogen act	SMARCA2 act	NPR2 activator
CCOC(=O)C1CCCN(C(=O)c2cc(-c3cccs3)oc2C)CC1 (stereo not given)	-2.0	0.5	0.2	-0.7	-0.7	-1.1	/	-0.5	-1.8	-3.2	0.8
NNC(=O)c1sccc1OCc1ccc(Cl)cc1Cl	2.5	2.4	-2.8	-0.2	-1.2	-8.4	0.5	2.3	-0.9	-3.3	-4.0

Further records follow:
SMILES	hgDAF-12 ag	FXN GAA850 act	hcDAF12 agonist	DAX1 inh-1	ssDAF-12 act	NPR1 activator	DAX1 inh-2	sPLA2-III inh	KLK7 zymogen act	SMARCA2 act	NPR2 activator
COc1ccc(CCN(C(=O)COc2ccccc2)c2nc(-c3ccccc3)cs2)cc1OC	-2.0	1.5	-0.3	-0.6	-0.6	-0.5	0.4	-9.9	-0.3	1.1	0.8
N#Cc1ccccc1NC(=O)CN1CCN(Cc2ccccc2)CC1	0.6	0.3	-0.9	0.1	-1.3	0.1	0.6	1.4	-0.8	4.9	5.3
O=C(Nc1ccc(Cl)cc1)N1CCSc2ccccc21	4.2	0.1	1.5	0.5	-0.6	2.1	1.8	7.6	0.6	3.0	3.3
Cn1cc([N+](=O)[O-])c(C(=O)Nc2sc3c(c2C#N)CCC3)n1	-1.7	-1.0	-2.6	-0.8	-1.2	3.9	-1.4	11.7	-0.9	1.8	1.2
c1ccc(-c2ccc(CNc3nc(-c4ccccn4)nnc3-c3ccccc3)cc2)cc1	-11.5	/	-5.1	/	-2.0	0.0	/	26.9*	/	/	1.0
